RAD54 inh: inhibitors of human RAD54 branch migration, primary screen, biochemical, fluorescence, single point; DNA repair and recombination protein RAD54-like (Homo sapiens), Q92698; RAD54 Holliday junction branch migration, FAM/BHQ fluorescence; inhibition, % at 10.4 µM; 0.14% of 360,000 active;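 active means mean normalized replicate activity at least 40 and at least half of replicates scoring 40 or more; inconclusive means only one of the two criteria met; inactive means mean below 40 and under half of replicates reaching 40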;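 further: 0% = median of neutral control wells and 100% = median of positive control wells; inhibitors cause a drop in the FAM fluorescence signal; in these data hits start at about 50%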
Target sequence (Q92698 whole entry, looked up): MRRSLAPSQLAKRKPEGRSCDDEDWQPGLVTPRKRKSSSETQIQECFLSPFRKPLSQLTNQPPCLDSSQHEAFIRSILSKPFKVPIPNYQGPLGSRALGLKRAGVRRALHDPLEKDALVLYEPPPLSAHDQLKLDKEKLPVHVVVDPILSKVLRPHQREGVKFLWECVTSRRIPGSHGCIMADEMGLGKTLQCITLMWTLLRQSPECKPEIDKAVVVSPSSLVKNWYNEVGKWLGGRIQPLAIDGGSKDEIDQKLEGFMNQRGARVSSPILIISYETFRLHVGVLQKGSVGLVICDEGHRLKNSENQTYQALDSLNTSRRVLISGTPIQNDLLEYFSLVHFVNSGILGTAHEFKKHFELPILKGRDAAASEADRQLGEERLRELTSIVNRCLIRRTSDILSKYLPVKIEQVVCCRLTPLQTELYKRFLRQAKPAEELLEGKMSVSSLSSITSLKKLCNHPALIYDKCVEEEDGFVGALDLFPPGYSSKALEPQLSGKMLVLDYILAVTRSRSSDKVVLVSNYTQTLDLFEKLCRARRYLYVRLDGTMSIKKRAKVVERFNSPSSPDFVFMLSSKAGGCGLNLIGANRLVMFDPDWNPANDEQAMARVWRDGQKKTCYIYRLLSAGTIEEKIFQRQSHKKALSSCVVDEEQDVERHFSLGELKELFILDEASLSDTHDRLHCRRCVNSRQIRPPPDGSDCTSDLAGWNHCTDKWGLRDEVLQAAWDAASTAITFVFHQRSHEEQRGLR
INS-1E GSIS act: GLuc luminescence reporter in INS-1E cells, primary screen for activators of glucose-dependent secretion of insulin | INS-1E GLuc reporter insulin secretion, 2-3 h | activation, % at 16.6 µM | 0.61% of 370,000 active;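 active means lowest replicate activation of at least 40%, so every replicate reaches that level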;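 further: 0% = median of neutral control wells and 100% = median of IBMX positive control wells; some compounds called inactive have numbers as strong as hits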
F508del corr: F508del CFTR correction, initial screen, CFBE line, single point; CFBE cells, YFP halide quenching; stimulated with forskolin plus potentiator P3; % fluorescence drop versus neutral controls; activity (quench increase), % at 7.58 µM; 0.36% of 350,000 active;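 active means mean added fluorescence quench of at least 8% versus neutral control, with both replicates also reaching 8%; inconclusive means only one of the mean or replicate conditions met; inactive means mean below 8% and not both replicates reaching 8%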;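 further: cells transiently co-express mutant CFTR-F508del with the halide-sensitive YFP; corrector assay measuring rescue of mutant channel to the surface after 24 h compound exposure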
DENV2 CPE: inhibitors of DENV2 cytopathic effect, primary screen, cell-based, plate reader, single concentration. CPE inhibition, % at 9.99 µM. 1.7% of 350,000 active. DENV2-infected cells, cytopathic effect rescue; in the data active means CPE inhibition above about 20%, passing the limit was not always enough; inconclusive means no clear call, values can overlap the other calls; tested in BHK-21 cells;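 further: 0% = median of neutral control wells and 100% = median of positive control wells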
Casp6 inh: human caspase-6 inhibitors, primary screen, biochemical, VEID-R110 fluorescence, single point, set 2 | purified caspase-6, Z-VEID-R110 cleavage fluorescence | inhibition, % at 12.5 µM | 0.53% of 350,000 active | AID 686996, 2013;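 active means mean inhibition across replicates at least about 35%, with every replicate also reaching that limit, limit read from the data; inconclusive means only one of the two criteria met; inactive means neither criterion met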;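 further: 0% = median of neutral control wells and 100% = no fluorescence left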
Target sequence (P55212 24-179 limits assumed): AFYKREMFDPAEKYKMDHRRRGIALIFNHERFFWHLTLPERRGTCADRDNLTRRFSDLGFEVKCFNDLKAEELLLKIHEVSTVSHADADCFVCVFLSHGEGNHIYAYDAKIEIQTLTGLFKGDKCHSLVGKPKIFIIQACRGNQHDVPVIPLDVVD
Target sequence (P55212 194-293 limits assumed): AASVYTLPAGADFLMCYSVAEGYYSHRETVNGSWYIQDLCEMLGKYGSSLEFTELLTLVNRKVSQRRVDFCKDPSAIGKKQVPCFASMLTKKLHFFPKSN
XiGFP reactiv: activators of inactive X chromosome reactivation, primary screen, imaging, XiGFP fibroblasts, GFP high-content imaging, set 2; XiGFP mouse fibroblasts, % GFP-positive cells imaging, 3 d; cells co-treated with 5-aza-dC sensitizer; scaled so ellipticine positive control = 100%; activation, % at 7.58 µM; 0.055% of 360,000 active; AID 743238, 2013;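 active means mean normalized replicate activation at least 10% and every replicate at or above 10%; inconclusive means only one of the two criteria met; inactive means mean below 10% and not all replicates reach 10%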;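 further: 0% = median of on-plate neutral control wells and 100% = ellipticine 6 µM median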
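Material: XiGFP fibroblasts, SV40-immortalized. Buffer or medium: DMEM plus 5-aza-dC sensitizer. Compound: single concentration per compound, delivered by pin transfer. Times: 3 days compound exposure. Controls: ellipticine 6 µM.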
E-selectin induc: E-selectin induction in HUVECs, primary screen, imaging, HUVEC, immunofluorescence imaging, single point; P16581; normalized: neutral wells 0, TNF-alpha wells 100; activation, % at 7.58 µM; 0.37% of 260,000 active; AID 686992, 2013;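 active means mean E-selectin-positive cell signal at least 10% of the positive control, reached in at least 60% of replicates, without over 20% cell loss; inconclusive means no rule given, readout overlaps actives, possibly toxicity-flagged; inactive means the rest, including those meeting only one limit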;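 further: in these data hits start at about 27%; measured in HUVEC primary endothelial cells; signal is the percent of cells scored E-selectin positive by PE staining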
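Read-out basis: % PE-positive cells; Test system: HUVEC primary endothelial cells; Technique: immunofluorescence imaging; Dosing: single-point compound dose.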
RAD52 anneal inh: RAD52 DNA annealing inhibitors, primary screen, biochemical, FRET, single point, set 2. 0.46% of 360,000 active. inhibition, % at 18.7 µM. AID 651710, 2012. recombinant RAD52 DNA annealing, FRET fluorescence;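 active means every replicate showing at least 50% inhibition; inconclusive means mean inhibition at least 50% but not in every replicate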
* marks the source's active call; other numbers are inactive results; ? = inconclusive; . = not tested or not shown.

SMILES | RAD54 inh | INS-1E GSIS act | F508del corr | DENV2 CPE | Casp6 inh | XiGFP reactiv | E-selectin induc | RAD52 anneal inh
COc1ccc2c3c(n(C)c2c1)[C@@H](CO)N(C(=O)CC1CC1)CC31CCN(C(=O)NC(C)C)CC1 | . | 5 | 3.0 | 2 | -1 | 0.1 | -0.4 | 6
CC1CCCN(CCSc2ccc(Cl)cc2)C1 (centres undefined) | . | 21 | . | 2 | -2 | 0.0 | . | 0
Cc1ccccc1C(C(=O)NC1CCCCC1)N(C(=O)CNC(=O)c1ccco1)c1cccnc1 (centres undefined) | . | 6 | 3.3 | -1 | 2 | 0.0 | . | -9
C[C@H](CO)N1C[C@H](C)[C@@H](CN(C)Cc2ccccc2)Oc2ncc(/C=C/c3ccccc3)cc2C1=O | 10 | -15 | -1.5 | -8 | -1 | -0.7 | -0.1 | 2
CCC(=O)Nc1ccc2c(c1)C(=O)N(C)[C@@H]1CC[C@@H](CC(=O)NCC3CCCCC3)O[C@@H]1CO2 | 5 | -5 | 0.2 | -1 | -1 | 0.3 | 0.0 | 9
CCS(=O)(=O)Nc1ccc2c(c1)C(=O)N(C)[C@@H]1CC[C@H](CC(=O)NCCCN3CCOCC3)O[C@@H]1CO2 | -5 | -1 | -2.6 | -11 | -2 | 0.1 | 0.0 | 2
CCc1nnc(SCc2ccc([N+](=O)[O-])cc2)nc1CC | 2 | -7 | -1.0 | . | . | 0.7 | 0.8 | .
COc1cccc(/C=N/Nc2ccccc2C(=O)O)c1O | 2 | -6 | . | -2 | 1 | 0.2 | 10 | -15
COc1cccc(NC(=O)c2cccc(C(=O)Nc3cccc(OC)c3)n2)c1 | 14 | 66 | -0.4 | 1 | -1 | 0.2 | 3.9 | -8
O=C(c1ccc(F)cc1)N1CC(=O)N2[C@@H](CO)[C@H](c3ccc(C#CC4CCCC4)cc3)[C@@H]2C1 | . | -2 | 0.2 | -3 | -1 | 0.0 | -0.3 | -15
COc1ccc(S(=O)(=O)N2CCCCCC2)cc1C(=O)Nc1cc(C)ccn1 | -2 | -16 | 2.6 | -6 | 1 | 0.0 | -0.4 | -18
O=C(C[C@H]1CC[C@@H](NC(=O)C2CC2)[C@@H](CO)O1)Nc1ccccc1 | 2 | -2 | -0.3 | -2 | -6 | 0.5 | 0.4 | 8

Three of the entries above in order of their number in RAD52 anneal inh, lowest first:
| Structure | INS-1E GSIS act | F508del corr | DENV2 CPE | Casp6 inh | RAD52 anneal inh |
| --- | --- | --- | --- | --- | --- |
| COc1cccc(/C=N/Nc2ccccc2C(=O)O)c1O | -6 | . | -2 | 1 | -15 |
| Cc1ccccc1C(C(=O)NC1CCCCC1)N(C(=O)CNC(=O)c1ccco1)c1cccnc1 (centres undefined) | 6 | 3.3 | -1 | 2 | -9 |
| CCC(=O)Nc1ccc2c(c1)C(=O)N(C)[C@@H]1CC[C@@H](CC(=O)NCC3CCCCC3)O[C@@H]1CO2 | -5 | 0.2 | -1 | -1 | 9 |

One compound at a time, as listed above:
`CCC(=O)Nc1ccc2c(c1)C(=O)N(C)[C@@H]1CC[C@@H](CC(=O)NCC3CCCCC3)O[C@@H]1CO2` reads RAD54 inh = 5; INS-1E GSIS act = -5; F508del corr = 0.2; DENV2 CPE = -1; Casp6 inh = -1; XiGFP reactiv = 0.3; E-selectin induc = 0.0; RAD52 anneal inh = 9
`CCS(=O)(=O)Nc1ccc2c(c1)C(=O)N(C)[C@@H]1CC[C@H](CC(=O)NCCCN3CCOCC3)O[C@@H]1CO2` reads RAD54 inh = -5; INS-1E GSIS act = -1; F508del corr = -2.6; DENV2 CPE = -11; Casp6 inh = -2; XiGFP reactiv = 0.1; E-selectin induc = 0.0; RAD52 anneal inh = 2

(continued)
SMILES | RAD54 inh | INS-1E GSIS act | F508del corr | DENV2 CPE | Casp6 inh | XiGFP reactiv | E-selectin induc | RAD52 anneal inh
C[C@H](CO)N1C[C@H](C)[C@H](CN(C)Cc2ccc(C(F)(F)F)cc2)Oc2ccc(NC(=O)C3CC3)cc2C1=O | -6 | -11 | -0.7 | -11 | -1 | -0.2 | -0.4 | -10
COc1ccc(CSc2cccc3cccnc23)cc1[N+](=O)[O-] | . | 43 | . | -4 | 5 | 0.2 | -0.2 | -5
CN(CC1COCCO1)c1nc2nonc2nc1N1CCSCC1 (centres undefined) | . | . | -0.3 | 3 | -1 | 0.0 | -8.9 | 0
Cc1ccc(S(=O)(=O)N2CC[C@H]3[C@H](CO)Nc4ccc(Br)cc4[C@H]32)cc1 | 7 | -1 | 1.5 | 3 | 1 | 0.1 | -0.5 | 5
COCCNC(=O)[C@@H]1CCCN1S(=O)(=O)c1cccc2cccnc12 | -11 | 7 | -2.2 | . | -5 | 0.0 | -0.5 | -7
CC(C)CC#Cc1ccc([C@H]2[C@@H](CO)N3C(=O)CN(C(=O)Cc4ccccc4)C[C@@H]23)cc1 | . | 8 | 1.6 | 0 | 1 | 0.3 | 0.0 | -4
CC(=O)NNc1ccc(C(F)(F)F)cc1[N+](=O)[O-] | 1 | 0 | -1.4 | -6 | 1 | . | . | -2
C[C@H]1CN([C@@H](C)CO)C(=O)Cc2cc(NC(=O)CCN3CCOCC3)ccc2O[C@H]1CN(C)S(=O)(=O)c1cn(C)cn1 | -14 | 5 | 0.4 | 5 | 3 | -0.1 | -7.8 | 1
C[C@H](CO)N1C[C@H](C)[C@H](CN(C)C(=O)Nc2ccc(C(F)(F)F)cc2)Oc2ccc(NS(=O)(=O)c3ccc(F)cc3)cc2C1=O | 1 | -5 | -0.9 | -1 | -1 | -0.3 | -0.3 | 17
Cc1cccc(N2CC(C(=O)Nc3nnc(SCc4cccnc4)s3)CC2=O)c1 (centres undefined) | 3 | 0 | 0.2 | -4 | 3 | 0.4 | -0.2 | -52
COc1cccc(-c2noc(C3CCCN(C(=O)c4cccc(F)c4)C3)n2)c1 (centres undefined) | 5 | -15 | 1.7 | -1 | 0 | 0.1 | 0.2 | -17
O=C(Nc1cc([N+](=O)[O-])ccc1Cl)C(Sc1ccccc1)c1ccccc1 (centres undefined) | . | 9 | . | -2 | 1 | 0.0 | . | 2
CO[C@H]1CN(C)C(=O)c2ccc(NS(=O)(=O)c3ccc(C)cc3)cc2OC[C@@H](C)NC[C@@H]1C | -1 | 1 | 5.7 | -4 | -1 | 0.2 | -0.3 | 3
O=C(Cc1cccnc1)N[C@@H]1CC[C@@H](CCn2cc(Cc3ccccc3)nn2)O[C@H]1CO | 2 | 3 | 4.3 | 5 | -1 | -0.2 | -0.4 | -4
C[C@H]1CN([C@@H](C)CO)S(=O)(=O)c2ccc(C3=CCCC3)cc2O[C@@H]1CN(C)Cc1ccccn1 | 2 | 14 | 1.5 | 0 | -4 | -1.0 | 1.5 | -3
NC(=O)C1CCN(CC(=O)Nc2ccc(S(=O)(=O)N3CCOCC3)cc2)CC1 | -4 | 8 | -0.4 | 0 | -1 | 0.1 | 0.0 | -12
O=S(=O)(N[C@@H]1CC[C@H](CCn2cc(-c3cccc(F)c3)nn2)O[C@H]1CO)c1ccc(Cl)cc1 | 3 | -28 | -0.6 | -9 | -1 | -0.1 | -1.8 | -10
C=C(C)CN(CC)Cc1c(C(=O)N(C)CCCC)nc2ccccn12 | -12 | 9 | 1.5 | 6 | -1 | 0.0 | 7.8 | -10
OC[C@@H]1CN(Cc2ccncc2)C[C@H](n2cnc3c(NC4CCCC4)ncnc32)O1 | -4 | 22 | 1.7 | -4 | -7 | 0.0 | 1.2 | -5
OC1CCCN(CC(O)COC(c2ccc(F)cc2)c2ccc(F)cc2)C1 (centres undefined) | -4 | -1 | 1.3 | 2 | -7 | -0.1 | . | -4
C[C@H](CO)N1C[C@H](C)[C@@H](CN(C)Cc2ccncc2)Oc2ncc(C#Cc3ccccn3)cc2C1=O | -10 | 7 | 0.5 | 6 | -3 | -0.7 | 1.3 | -98
Cc1noc(C)c1NC(=O)Nc1cccc2c1O[C@@H](CN(C)Cc1ccncc1)[C@H](C)CN([C@H](C)CO)C2=O | 3 | 10 | -2.5 | 7 | 0 | 0.1 | . | -10
C/C=C/c1ccc2c(c1)O[C@@H](CN(C)Cc1ccc(F)cc1)[C@@H](C)CN([C@@H](C)CO)S2(=O)=O | 3 | -11 | 5.0 | -2 | 1 | -0.3 | -0.1 | -2
O=C1NC[C@H](Cc2ccccc2)N(C[C@@H]2CCCN2C[C@H](Cc2ccc(O)cc2)N2C[C@H](Cc3ccccc3)N(CC3CCCCCC3)C(=O)C2=O)C1=O | . | -18 | 1.9 | ? | 4 | 0.0 | -0.3 | -16
O=C(Nc1ccccc1N1CCN(C(=O)c2ccc(Cl)cc2)CC1)c1cccc([N+](=O)[O-])c1 | -8 | -5 | -1.5 | -8 | -1 | -0.2 | -0.1 | -9
CC(C)N(C[C@@H]1N[C@H](CO)[C@@H]1c1ccccc1)C(=O)CN1CCOCC1 | . | 0 | 0.0 | 3 | -3 | 0.1 | 0.0 | -17
Fc1cccc(F)c1C(Nc1nncs1)Nc1nncs1 | . | -6 | -3.5 | 1 | 4 | -0.1 | 0.0 | 2
COc1ccc(CNC(=O)CCC(=O)n2ncc3cc(C)ccc32)cc1 | 1 | 2 | 2.3 | 6 | 2 | 0.0 | 0.0 | -5
C=CCOc1cccc(/C=N/NC(=O)C(OC)c2ccccc2)c1 (centres undefined) | 0 | 26 | -1.9 | -4 | -3 | 0.2 | . | -9
FC(F)(F)Oc1ccc(NC(=S)NCc2ccccc2)cc1 | 1 | -47 | -0.5 | . | -1 | 0.4 | . | -6
C[C@H]1CN([C@@H](C)CO)C(=O)c2cc(NC(=O)Cc3ccccc3)ccc2O[C@H]1CN(C)C(=O)Nc1ccc(C(F)(F)F)cc1 | 0 | -23 | -7.4 | -4 | 1 | 0.2 | -7.2 | -9
Cc1cc(C(=O)Nc2cccc3c2O[C@@H](CN(C)CC2CC2)[C@@H](C)CN([C@H](C)CO)C3=O)n(C)n1 | -5 | 27 | -1.9 | -4 | 2 | 0.3 | -0.1 | 1
CCC(C)CN1C(=O)CSCC1(C)C(=O)NCc1ccccc1 (centres undefined) | . | 4 | -1.1 | -6 | -2 | 0.1 | 0.0 | -5
CCOC(=O)CNC(=O)C(CC(N)=O)NC(=O)OC(C)(C)C (centres undefined) | -9 | 8 | -0.7 | 2 | 2 | 0.0 | 3.4 | -9
CCN(C)C1CN(Cc2cn(Cc3ccc(C(F)(F)F)cc3)nn2)S(=O)(=O)C1 (centres undefined) | . | -6 | -1.1 | -12 | 1 | 0.0 | 0.1 | -21
CN(C)CC(=O)Nc1ccc2c(c1)[C@@H]1C[C@@H](CC(=O)NCc3ccc4c(c3)OCO4)O[C@H](CO)[C@@H]1O2 | 3 | 4 | 1.7 | -3 | -4 | 0.0 | -0.6 | 3
Cc1ccc(NC(=O)CSCC(=O)N2CCCc3ccccc32)cc1 | . | -14 | -3.0 | -4 | -1 | 7.8 | 0.4 | -43

Bioassay records deposited in PubChem BioAssay by Broad Institute.
